Source: PubChem
SUMO1 PPI mod: modulators of human SUMO1-mediated protein-protein interactions; P63165; inhibition, % at 20 µM; AID 602429; SUMO1 binding to a labelled peptide, TR-FRET, 1 h; actives 0.33% (n = 360,000); in the data active = inhibition above about 37%
MsrA act: bovine methionine sulfoxide reductase A activation; purified bovine MsrA, absorbance read-out; activation, % at 10.6 µM; actives 0.3% (n = 360,000); in the data active = activation above about 7.5%;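 also: 0% = vehicle and 100% = reference activator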
STEP inh: inhibitors of human striatal-enriched phosphatase STEP; P54829; recombinant STEP, OMFP fluorogenic substrate, fluorescence; inhibition, % at 20 µM; actives 0.25% (n = 360,000); AID 588621;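 active = inhibition at 20 µM, scaled per plate between control wells, above about 37%, limit read from the data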;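 also: 0% = DMSO with enzyme and substrate and 100% = substrate only without enzyme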
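System: STEP (striatal-enriched tyrosine phosphatase) enzyme, cell-free; medium: Bis-Tris pH 6.0 buffer with DTT, detergent; dosing: 20 µM, 1% DMSO; times: reaction 20 min, ambient temperature; detection: fluorescence, 480/540 nm; read-out basis: normalized % inhibition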
MsrA inhibitor: bovine MsrA inhibition | actives 0.75% (n = 360,000) | inhibition, % at 15.5 µM | AID 651718 | purified bovine MsrA, absorbance read-out; in the data active = inhibition above about 4.5%;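 also: 0% = vehicle wells with enzyme and 100% = reference inhibitor wells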
E coli Lon inh: E. coli protease La inhibition; AID 602123; actives 0.42% (n = 360,000); inhibition, % at 7.94 µM; purified E. coli Lon protease, fluorescence polarization; in the data active = inhibition above about 13%, passing the limit was not always enough;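 also: 0% = enzyme with probe and DMSO and 100% = no enzyme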
TbMetRS inhib: Trypanosoma brucei MetRS inhibition; purified T. brucei MetRS, ATP depletion, Kinase-Glo luminescence; inhibition, % at 11.9 µM; actives 0.4% (n = 360,000);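 active = inhibition above a per-plate cutoff of the control wells' mean inhibition plus 3 SD, cut at about 5.5% in these data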;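 also: 0% = DMSO wells median and 100% = median of wells with control inhibitor compound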
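technique = Kinase-Glo luminescence, ATP depletion format | system = purified MetRS (methionyl-tRNA synthetase) enzyme from Trypanosoma brucei | timing = 15 min preincubation, 2 h reaction, all 25 °C | evaluation = percent inhibition versus plate control medians | dosing = single dose, 11.9 µM final nominal, 0.9% final DMSO | also added = substrates ATP, L-methionine and bulk Escherichia coli tRNA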
DNMT1 inh: DNMT1 (human) enzyme inhibition | actives 0.83% (n = 360,000) | DNMT1 molecular beacon, Hinp1I cleavage, fluorescence | P26358 | AID 588458 | inhibition (reported as % activation of signal), % at 10 µM; in the data active = inhibition above about 50%
CendR NRP1 mod: modulators of CendR peptide binding to human neuropilin-1 | O14786 | FAM-RPARPAR peptide binding to NRP-1, fluorescence polarization | inhibition, % at 25 µM | actives 0.85% (n = 360,000);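 active = inhibition or corrected inhibition above about 18%, plus a signal ratio from 0.5 to 1.5, limit read from the data, passing the limit was not always enough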; also: strong numbers were not always called active
Target sequence (O14786 whole entry, looked up): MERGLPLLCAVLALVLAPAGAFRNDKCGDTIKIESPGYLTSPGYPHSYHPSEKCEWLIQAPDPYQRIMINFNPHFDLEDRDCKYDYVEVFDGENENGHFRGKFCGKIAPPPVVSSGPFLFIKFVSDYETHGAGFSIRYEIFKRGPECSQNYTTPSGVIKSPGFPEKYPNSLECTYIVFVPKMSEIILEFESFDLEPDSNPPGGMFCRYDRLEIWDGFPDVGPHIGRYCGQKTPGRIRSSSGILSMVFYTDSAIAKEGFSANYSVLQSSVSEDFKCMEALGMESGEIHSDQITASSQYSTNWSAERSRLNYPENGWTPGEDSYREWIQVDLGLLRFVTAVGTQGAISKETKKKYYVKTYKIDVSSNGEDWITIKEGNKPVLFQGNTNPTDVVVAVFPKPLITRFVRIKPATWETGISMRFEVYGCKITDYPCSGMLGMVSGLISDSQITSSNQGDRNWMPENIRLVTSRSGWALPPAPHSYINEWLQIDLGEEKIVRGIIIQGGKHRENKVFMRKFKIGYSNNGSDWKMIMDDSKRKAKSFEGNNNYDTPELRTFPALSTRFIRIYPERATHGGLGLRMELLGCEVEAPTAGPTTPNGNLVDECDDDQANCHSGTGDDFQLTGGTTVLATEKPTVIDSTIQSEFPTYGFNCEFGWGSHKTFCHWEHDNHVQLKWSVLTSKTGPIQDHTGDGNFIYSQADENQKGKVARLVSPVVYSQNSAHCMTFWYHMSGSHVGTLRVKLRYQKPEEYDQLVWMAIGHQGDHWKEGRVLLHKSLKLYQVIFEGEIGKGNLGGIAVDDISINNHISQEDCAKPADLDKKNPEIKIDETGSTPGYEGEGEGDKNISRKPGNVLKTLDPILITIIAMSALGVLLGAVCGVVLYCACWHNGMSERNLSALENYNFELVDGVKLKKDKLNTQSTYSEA
Scp1 inh: blocks human Scp-1 phosphatase activity. Q9GZU7. Recombinant Scp1, phosphopeptide, malachite green phosphate absorbance. AID 493091. actives 0.88% (n = 340,000). inhibition, % at 20 µM;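 active = inhibition above about 50% at 20 µM, limit read from the data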;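 also: plate controls were DMSO wells with enzyme for no effect and wells lacking enzyme for full effect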
Target sequence (Q9GZU7 76-261 limits assumed): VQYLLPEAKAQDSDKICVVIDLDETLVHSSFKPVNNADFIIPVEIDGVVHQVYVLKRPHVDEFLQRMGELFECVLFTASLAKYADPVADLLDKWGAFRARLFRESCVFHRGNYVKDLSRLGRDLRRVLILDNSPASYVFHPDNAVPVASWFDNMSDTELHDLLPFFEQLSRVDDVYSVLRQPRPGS
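Incubation: 45 min enzyme reaction at room temperature / System: truncated SCP-1 phosphatase (76-261aa) / Reagent: Phospho 17-mer peptide substrate / Buffer or medium: Acidic Tris acetate buffer with magnesium and detergent / Signal: absorbance at 630 nm / Doses: one concentration, 20 µM, with 1.0% DMSO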
LMPTP inh: LMPTP (human) inhibition. actives 0.22% (n = 360,000). inhibition, % at 20 µM. P24666. AID 651560. recombinant LMPTP-A, OMFP fluorogenic substrate, fluorescence intensity;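 active = compounds that cut the enzyme signal by at least half of the control window in the single-dose screen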;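 also: plate controls were DMSO wells with enzyme plus substrate for no effect and substrate without enzyme for full effect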
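Assay system: LMPTP-A, protein tyrosine phosphatase of low molecular weight / Medium: pH 6.0 Bis-Tris buffer with DTT and Triton X-100 / Schedule: 50 min enzyme reaction at room temperature, protected from light / Measured by: endpoint fluorescence intensity from OMFP dephosphorylation / Read-out basis: % inhibition relative to no-enzyme and uninhibited control wells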
Active calls of the source: *; . = not tested or not shown; + = active, no number.

SMILES	SUMO1 PPI mod	MsrA act	STEP inh	MsrA inhibitor	E coli Lon inh	TbMetRS inhib	DNMT1 inh	CendR NRP1 mod	Scp1 inh	LMPTP inh
COc1ccc(Cc2c(Cl)ncnc2Cl)cc1	4.2	-6.6	-1.8	-0.8	15.7	0.2	7.2	4.7	-7.8	-1.4
O=C(Nc1cccc(S(=O)(=O)C(F)F)c1)c1ccc(Cl)c(S(=O)(=O)N2CCOCC2)c1	1.7	-2.5	4.4	-1.2	1.9	-0.1	-2.3	4.1	-7.2	1.1
Cc1ccc(C2=NN(C(=O)CCl)C(c3ccco3)C2)o1 (stereo unspecified)	-6.1	-2.6	-1.5	1.1	-3.8	-0.6	6.5	-7.4	3.7	-0.9
O=C(CN1CCN(S(=O)(=O)c2cccc(F)c2)CC1)Nc1ccnn1C1CCCC1	-5.6	-2.1	1.1	-0.5	-0.3	-0.5	3.1	-7.2	1.2	-1.5
CC(=O)c1ccc(NC(=O)CSc2nnc(NC(=O)c3ccco3)s2)cc1	5.5	-2.2	-1.4	.	4.0	-0.5	-1.0	6.5	-10.2	1.5
CCCCN(Cc1cc2cc(OC)ccc2[nH]c1=O)C(=O)COc1ccccc1	1.2	-5.9	5.8	1.7	-2.7	-1.5	1.4	-3.9	-11.9	-0.7
CCOC(=O)c1nnc(-c2ccccc2)nc1NCc1ccccc1	-14.6	-2.1	2.0	0.8	-3.4	0.2	-8.8	-15.5	-2.5	1.0
CCn1c2ccccc2c2cc(NC(=O)CSc3nnc(-c4ccccc4OC)n3N)ccc21	0.9	-8.2	0.8	0.9	-7.9	-0.8	-12.8	11.7	6.5	3.3
COc1ccc(CN2CCC(C(=O)Nc3ccc(Oc4ccccc4)nc3)CC2)cc1F	3.3	-2.0	1.2	-0.5	5.3	0.5	-2.8	6.4	-7.2	0.1
Cc1cccc(/C=C/c2onc(C)c2S(=O)(=O)N2CCC(C(=O)N3CCC(C)CC3)CC2)c1	-1.9	-1.8	5.4	-1.0	7.2	-0.1	-9.4	8.6	-5.3	10.4
CC1(C)CC2CC(C)(CN2C(=O)COC(=O)c2cncc(Br)c2)C1 (stereo unspecified)	0.9	-0.2	2.6	0.3	3.3	-0.1	2.5	-7.8	-2.5	-0.3
CC1(C)C(C#N)=C(N)Oc2c1c(=O)oc1ccccc21	2.8	-1.7	2.9	0.1	-1.9	-0.7	-0.1	-3.4	-12.6	0.2
COc1ccccc1COc1ccc2c(C)c(CC(=O)O)c(=O)oc2c1C	-2.2	0.0	2.2	4.1	9.6	-0.9	0.6	36.3*	-13.2	0.0
c1ccc(Cc2nn3c(Cn4nnc5ccccc54)nnc3s2)cc1	1.3	0.7	12.3	-1.0	9.9	-0.6	0.4	-7.1	11.2	-0.6
COc1ccc(NC(=S)Nc2ccccc2)cn1	-0.3	-0.7	-0.9	0.0	2.7	-0.4	6.4	-1.9	-5.7	-2.1
CCc1cccc(NC(=O)C2CCCN(S(=O)(=O)c3cccs3)C2)c1 (stereo unspecified)	0.6	-2.4	-0.4	0.8	6.3	-0.1	-0.7	0.6	-9.0	2.2
COc1cc(CN2CCN(CCCc3ccccc3)C(CCO)C2)cc(OC)c1O (stereo unspecified)	4.0	-3.3	2.1	-1.1	-3.2	-0.5	-6.7	10.5	-11.4	9.5
O=C(OCC(=O)N1CCN(C(=O)c2ccco2)CC1)c1cc(-c2ccccc2)nc2ccccc12	-14.8	1.1	0.7	1.2	6.2	-0.9	-6.4	17.2	-0.4	-1.7
O=C1NC(Cc2ccccc2)c2nc3ccccc3c(=O)n2-c2ncccc21 (stereo unspecified)	6.1	-1.2	-1.4	-0.1	-3.2	-0.1	1.6	2.2	.	-1.8
Cc1ccnc(N2CCC(C(=O)Nc3cccc(C(F)(F)F)c3)CC2)n1	-0.3	-7.9	-0.7	0.4	2.2	-1.0	0.2	6.7	2.7	0.5
CS(=O)(=O)c1ccc(C(=O)NNC(=O)c2cccs2)cc1	-1.9	-1.5	-3.4	-0.6	-4.8	-0.2	0.1	3.4	-8.1	-1.2
Cc1nn(C)c(C)c1S(=O)(=O)N(CC(=O)NC1CCCCCC1)c1ccc(C(C)C)cc1	1.6	-8.4	-0.5	0.8	-3.3	-0.8	-4.6	-1.4	1.2	0.5
O=C(C1=C(O)C(=O)N(c2nccs2)C1c1ccccc1)c1cc2ccccc2o1 (stereo unspecified)	-26.2	-10.1	-16.8	0.3	+	-1.1	49.1	130.8	8.2	-0.1
CCn1ncc(S(=O)(=O)Nc2cc(Cl)ccc2C)c1C	0.6	-4.3	4.6	-0.4	-4.7	-0.6	3.8	14.2	7.0	1.5
COc1cccc(Cn2cccc(NC(=O)NCc3ccccc3)c2=O)c1	4.6	-0.8	0.1	2.2	2.9	-0.7	-5.2	6.3	-5.7	-0.5
Cc1cnc(C(=O)OCC(=O)Nc2ccc(OCc3ccccc3)cc2)cn1	3.4	-1.9	1.6	0.4	1.3	-0.3	-17.1	1.2	-10.2	-0.6
CCN1CCN(C(=O)C2CCN(S(=O)(=O)c3cc(Cl)ccc3Cl)CC2)CC1	4.4	-1.9	-2.8	-0.6	-2.2	-0.5	2.8	8.1	-5.5	-0.2
COC(C)(C)[C@@H](O)COc1c2ccoc2cc2oc(=O)ccc12	-0.8	-4.5	-2.9	-0.4	0.5	-0.2	-1.5	21.8	-2.3	0.3
COc1ccc([C@@]23Oc4cc(OC)cc(OC)c4[C@]2(O)[C@H](O)[C@H](C(=O)N(C)C)[C@H]3c2ccccc2)cc1	-2.9	0.1	0.1	1.5	-9.3	-0.3	-2.7	2.5	1.1	0.8
Cc1ccc(NC(=O)c2cc(S(=O)(=O)NCCC3=CCCCC3)ccc2F)cc1	-0.7	-3.6	0.9	-1.7	1.5	-0.3	-12.2	13.4	-10.3	3.2
Cc1nc(NS(=O)(=O)c2ccccc2)sc1NC(=O)OC(C)C	3.7	-3.5	1.5	-1.1	0.4	-0.3	0.5	-11.1	-3.8	-2.6
O=C(NCc1ccccn1)c1cccc(S(=O)(=O)N2CCc3ccccc32)c1	7.8	-3.1	1.2	-0.8	-8.1	-0.5	0.0	1.0	2.6	1.0
COc1ccc2c(c1)CCC1=C2NC(=S)NC1c1ccc(N(C)C)cc1 (stereo unspecified)	-10.2	-1.4	0.4	1.9	-1.1	2.2	-5.6	-13.8	12.8	0.9
Cc1ccccc1-c1nc(CS(=O)CC(=O)NC(C)CCc2ccccc2)c(C)o1 (stereo unspecified)	4.6	-0.1	-1.1	.	-8.1	-0.2	-0.4	-8.8	-6.2	0.4
CCc1nnc(NC(=O)CCN2C(=O)/C(=C/c3cc(OC)c(OC)c(OC)c3)SC2=S)s1	-3.1	0.5	-1.6	-0.4	-13.6	-0.1	17.7	-41.0	-3.8	-1.6
COC(=O)c1cc(OC)c(OC)cc1NC(=O)CSCc1c(C)noc1C	4.0	-1.1	-3.1	0.2	-12.0	-0.3	4.1	-4.6	-6.5	0.3
COc1ccc([N+](=O)[O-])cc1NC(=O)COC(=O)Cn1cnc2ccccc2c1=O	-32.8	-2.8	1.1	2.1	5.2	-0.1	-0.8	-3.2	-0.1	-0.3
COc1ccc(C(CNC(=O)c2ccco2)N2CCOCC2)cc1 (stereo unspecified)	3.6	-4.9	-2.6	-0.9	-6.2	-0.4	-2.5	5.8	-2.5	-0.5
COc1cccc(/C=N/NC(=O)CCc2c(C)n[nH]c2C)c1	-3.0	0.4	-0.4	0.7	-47.5	-0.1	0.5	5.6	2.6	-2.7
COCCN(C(=O)c1csnn1)C(C(=O)NC1CCCCC1)c1ccccc1 (stereo unspecified)	2.6	-4.6	3.1	-0.5	-5.5	0.1	3.9	8.9	-0.8	-1.9
CCCCN1CC(COCc2ccccc2)Oc2cccc(Oc3ccc(OC)cc3)c2S1(=O)=O (stereo unspecified)	-2.2	-10.0	3.0	1.4	-6.4	0.3	3.6	3.6	-10.9	3.2
O=C(c1ccccc1)c1cnc2ccc(Cl)cc2c1N1CCOCC1	-0.3	-4.1	1.9	0.4	-7.2	0.9	2.3	9.7	-1.2	-1.6
Cc1ccc(C(=O)Nc2ccccc2)cc1S(=O)(=O)Nc1ccc(Cl)cn1	13.7	-1.9	1.8	2.0	0.3	-0.7	-3.0	-1.2	-9.0	-1.2
COc1ccc(CC(N)c2csc(NC(=O)NCc3ccccc3)n2)cc1 (stereo unspecified)	0.4	2.7	1.9	-1.1	0.9	0.3	-14.5	-13.7	.	-0.3
Cc1ccc(NC(=O)c2ccc([N+](=O)[O-])cc2)cc1S(=O)(=O)N(C)C	-16.3	-5.0	3.3	-0.3	-8.9	-1.5	-15.1	-0.5	-4.5	0.1
Cc1ccc(-n2ncc(C(=O)N3CCN(C(=O)c4ccco4)CC3)c2-n2cccc2)cc1	12.8	-7.4	0.0	0.0	-7.9	-0.4	1.2	-1.3	-3.5	-1.0
COc1cccc(CNc2nc3cc(-c4cccc(C(F)(F)F)c4)sc3c(=O)n2C)c1	-7.3	-1.9	-0.5	0.1	2.9	-0.1	-2.3	-5.2	.	2.9
O=C(COc1ccc(/C=N/NS(=O)(=O)c2ccccc2)cc1)N1CCOCC1	-2.1	-13.5	-0.5	1.8	-4.5	-1.1	9.3	11.4	5.2	1.6
CC(Sc1ncc(C(F)(F)F)cc1Cl)C(=O)NC(N)=O (stereo unspecified)	0.9	-3.5	-5.1	19.2*	1.4	-1.0	-0.9	-2.9	-4.7	-1.9

Only TbMetRS inhib and STEP inh, for some of the entries so far:
mol	TbMetRS inhib	STEP inh
COC(C)(C)[C@@H](O)COc1c2ccoc2cc2oc(=O)ccc12	-0.2	-2.9
COc1ccc([C@@]23Oc4cc(OC)cc(OC)c4[C@]2(O)[C@H](O)[C@H](C(=O)N(C)C)[C@H]3c2ccccc2)cc1	-0.3	0.1

Whole records from above. Screens in order: SUMO1 PPI mod	MsrA act	STEP inh	MsrA inhibitor	E coli Lon inh	TbMetRS inhib	DNMT1 inh	CendR NRP1 mod	Scp1 inh	LMPTP inh
COc1ccc(CN2CCC(C(=O)Nc3ccc(Oc4ccccc4)nc3)CC2)cc1F is listed with 3.3	-2.0	1.2	-0.5	5.3	0.5	-2.8	6.4	-7.2	0.1
O=C(OCC(=O)N1CCN(C(=O)c2ccco2)CC1)c1cc(-c2ccccc2)nc2ccccc12 is listed with -14.8	1.1	0.7	1.2	6.2	-0.9	-6.4	17.2	-0.4	-1.7
COC(=O)c1cc(OC)c(OC)cc1NC(=O)CSCc1c(C)noc1C is listed with 4.0	-1.1	-3.1	0.2	-12.0	-0.3	4.1	-4.6	-6.5	0.3
